Screens from PubChem.
Tb PFK block: blocks T. brucei phosphofructokinase | hit rate 0.17% among 330,000 | AID 485367 | T. brucei PFK, ADP-Glo luminescence | Potency, µM (top dose mostly 57.5 µM), for inactives: at the top dose activity, negative = inhibition, usual class: inhibitors | O15648;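 further: potency means the concentration at half of the fitted maximal effect; 0% = uninhibited 1x PFK enzyme wells and -100% = no-enzyme wells; nearly all actives have a fitted effect of over 60% in size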
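PFK 1.25 nM, F6P 0.5 mM, ATP 0.1 mM, 0.1 M TEA pH 8.0, 5 mM MgCl2, 0.01% Tween20, 0.1% BSA; 45 min RT. ADP-Glo readout. qHTS titration up to 57 uM; curves fitted, compounds curve-classed.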
Chronic BCR inh: blocks chronic active B-cell receptor signaling. ABC-DLBCL IkBa-CBG/CBR reporter, luminescence ratio, 4 h. Potency, µM (titrated, usually from 46.1 µM), for inactives: at the highest dose ratio change, negative = lower green/red ratio, actives largely listed as inhibitors. hit rate 0.05% among 340,000; active means well fitted inhibition curve with a large enough effect in the signal ratio, with a control signal flat, not every such curve was filed as active; inconclusive means small, poorly fitted or top-dose-only effect, or effect the other way, or a change in a side signal; the % refers to the signal ratio;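 further: potency means the concentration at half of the fitted maximal effect; plate controls were basal doxycycline-induced cells for no effect and cells given 10 µM MG132 for full effect; MG132 reads +100%, hits lower the ratio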
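Cell line TMD8 (human ABC DLBCL), stably expressing tet-inducible CBG68-IkBa fusion and CBR; IMDM/0.5% FBS; cpd up to 46 uM; dox induction, 4 h, 37C/5% CO2; dual luminescence; green/red ratio; MG132 control.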
TCR act: activates T cell receptor signaling; primary human leukocytes, anti-CD3, IL-2 HTRF, 48 h; Potency, µM (series often up to 9.22 µM), for the others: at the highest dose activation of IL-2 secretion, usual class: activators; 330,000 tested, under 10 active; AID 504894; further: % of control where 0% means no effect
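Compounds are tested in HTS on primary human leukocytes co-incubated with a-CD3 beads for 48 hr. IL-2 output is measured by time-resolved FRET.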
Coupling enz: coupling enzyme interference in Giardia aldolase counter-screen. coupling enzyme system counterscreen, AmpLite Red fluorescence. AID 2472. hit rate 0.67% among 290,000. activity change, negative = inhibition, % at 58.2 µM, hits read low; in the data active means activity change below about -30%; further: on the % scale 0 is the no-effect control and ±100 the full control effect
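Counterscreen lacking aldolase: glyceraldehyde-3-phosphate coupling-enzyme reagent preincubated 10 min at RT with compound (at 57.5 uM final), then substrate/coupling system with AmpLite Red added; fluorescence read at 525/598 nm after 20 min RT.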
GALK inhibitor: galactokinase (human) inhibition; Potency, µM (series often up to 57.5 µM), for the others: at the highest dose activity change, negative = inhibition, most hits filed as inhibitors; Purified GALK, Kinase-Glo residual ATP luminescence; hit rate 0.007% among 270,000; further: potency means the concentration at half of the fitted maximal effect; on the % scale 0 is the no-effect control and ±100 the full control effect
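GALK at 5 nM final was combined with compound, 35 uM ATP and 100 uM galactose in HEPES pH8.0 with MgCl2 and DTT. The reaction ran one hour at room temperature before luminescent ATP detection.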
KCNH2 WT inh: blocks the wildtype human KCNH2 potassium channel; U2OS, BacMam KCNH2, thallium flux FluxOr; hits give low values; activity change, % at 1.84 µM; hit rate 0.37% among 340,000; AID 720551; Q12809;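 active means maximum activity change below -70%; inconclusive means maximum activity change between -70% and -50%; inactive means maximum activity change above -50%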; further: on the % scale 0 is the no-effect control and ±100 the full control effect
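U2OS cells were transduced with wild-type KCNH2 virus (2.03 x 10^8 / mL) for 4 h at room temperature, then cultured overnight at 37 C. Thallium flux was read with FluxOr dye. Rate constants were normalized to DMSO controls.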
Giardia killer: kills Giardia lamblia; Giardia lamblia trophozoite viability; hit rate 0.15% among 340,000; activity change, % at 7.66 µM, hits read low; AID 540267; in the data active means activity change below about -80%; inconclusive means between about -30% and that limit;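 further: parasites exposed to compound for two days anaerobically before the ATP read; on the % scale 0 is the no-effect control and ±100 the full control effect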
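Viability, read as ATP luminescence: trophozoites at 100 cells/well, compound added, 48 hrs anaerobic at 37 deg C, then 15-30 min room-temperature development before reading.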
AT treatment: potential ataxia-telangiectasia treatments restoring KAP-1 phosphorylation | […] A-T fibroblasts, KAP-1 phosphorylation AlphaLISA; neocarzinostatin DNA damage 30 min before lysis | Potency, µM (titrated, usually from 57.5 µM), for inactives: at the top dose activation, hits mostly activators | hit rate 0.19% among 320,000 | AID 485349; further: potency means the concentration at half of the fitted maximal effect; % of control where 0% means no effect; nearly all actives have a fitted effect of over 45% in size
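hTERT-immortalized A-T patient fibroblasts ([…]), 500 cells/well in OPTI-MEM, 1% FBS, got compounds for 60 min, then NCS for 30 min at 37C. Lysates were then assayed for phospho-KAP-1 by AlphaLISA (anti-pKAP1 donor, anti-KAP1 acceptor beads), 6 hr at 25C.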
TSHR antag: blocks TSH signaling through the human TSH receptor. P16473. TSHR-expressing cells, TSH-stimulated cAMP HTRF, 2 h; hits give low values. activity change, negative = inhibition, % at 11.5 µM. hit rate 0.2% among 330,000;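 active means activity change below a set negative limit, meaning inhibition stronger than a set level, cut at about -70% in these data; inconclusive means activity change between two set negative limits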; further: on the % scale 0 is the no-effect control and ±100 the full control effect
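Read-out is FRET at 665 nm (cryptate excitation 337 nm) from a cryptate-tagged anti-cAMP antibody, competed by cell cAMP against cAMP-d2. Compounds are tested on freshly harvested TSHR cells challenged with 4nM TSH (EC80) for 2 hours at 37 deg C.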
CXXC DNA block: inhibitors of human MLL CXXC domain-DNA interaction | Q03164 | MLL-CXXC / FITC-HOXA9 DNA fluorescence polarization | Potency, µM (highest dose often 115 µM), without a hit: at the highest dose activity change, negative = inhibition, most hits filed as inhibitors | hit rate 0.037% among 290,000 | AID 2662; active means well fitted inhibition curve with a large enough effect in the polarisation, with a control signal flat, not every such curve was filed as active; inconclusive means small, poorly fitted or top-dose-only effect, or effect the other way, or a change in a side signal; inactive means no such curve, though single readings can be large or run the other way; the % refers to the polarisation; further: potency means the concentration at half of the fitted maximal effect
Target sequence (Q03164 whole entry, looked up, the tested form may be a part): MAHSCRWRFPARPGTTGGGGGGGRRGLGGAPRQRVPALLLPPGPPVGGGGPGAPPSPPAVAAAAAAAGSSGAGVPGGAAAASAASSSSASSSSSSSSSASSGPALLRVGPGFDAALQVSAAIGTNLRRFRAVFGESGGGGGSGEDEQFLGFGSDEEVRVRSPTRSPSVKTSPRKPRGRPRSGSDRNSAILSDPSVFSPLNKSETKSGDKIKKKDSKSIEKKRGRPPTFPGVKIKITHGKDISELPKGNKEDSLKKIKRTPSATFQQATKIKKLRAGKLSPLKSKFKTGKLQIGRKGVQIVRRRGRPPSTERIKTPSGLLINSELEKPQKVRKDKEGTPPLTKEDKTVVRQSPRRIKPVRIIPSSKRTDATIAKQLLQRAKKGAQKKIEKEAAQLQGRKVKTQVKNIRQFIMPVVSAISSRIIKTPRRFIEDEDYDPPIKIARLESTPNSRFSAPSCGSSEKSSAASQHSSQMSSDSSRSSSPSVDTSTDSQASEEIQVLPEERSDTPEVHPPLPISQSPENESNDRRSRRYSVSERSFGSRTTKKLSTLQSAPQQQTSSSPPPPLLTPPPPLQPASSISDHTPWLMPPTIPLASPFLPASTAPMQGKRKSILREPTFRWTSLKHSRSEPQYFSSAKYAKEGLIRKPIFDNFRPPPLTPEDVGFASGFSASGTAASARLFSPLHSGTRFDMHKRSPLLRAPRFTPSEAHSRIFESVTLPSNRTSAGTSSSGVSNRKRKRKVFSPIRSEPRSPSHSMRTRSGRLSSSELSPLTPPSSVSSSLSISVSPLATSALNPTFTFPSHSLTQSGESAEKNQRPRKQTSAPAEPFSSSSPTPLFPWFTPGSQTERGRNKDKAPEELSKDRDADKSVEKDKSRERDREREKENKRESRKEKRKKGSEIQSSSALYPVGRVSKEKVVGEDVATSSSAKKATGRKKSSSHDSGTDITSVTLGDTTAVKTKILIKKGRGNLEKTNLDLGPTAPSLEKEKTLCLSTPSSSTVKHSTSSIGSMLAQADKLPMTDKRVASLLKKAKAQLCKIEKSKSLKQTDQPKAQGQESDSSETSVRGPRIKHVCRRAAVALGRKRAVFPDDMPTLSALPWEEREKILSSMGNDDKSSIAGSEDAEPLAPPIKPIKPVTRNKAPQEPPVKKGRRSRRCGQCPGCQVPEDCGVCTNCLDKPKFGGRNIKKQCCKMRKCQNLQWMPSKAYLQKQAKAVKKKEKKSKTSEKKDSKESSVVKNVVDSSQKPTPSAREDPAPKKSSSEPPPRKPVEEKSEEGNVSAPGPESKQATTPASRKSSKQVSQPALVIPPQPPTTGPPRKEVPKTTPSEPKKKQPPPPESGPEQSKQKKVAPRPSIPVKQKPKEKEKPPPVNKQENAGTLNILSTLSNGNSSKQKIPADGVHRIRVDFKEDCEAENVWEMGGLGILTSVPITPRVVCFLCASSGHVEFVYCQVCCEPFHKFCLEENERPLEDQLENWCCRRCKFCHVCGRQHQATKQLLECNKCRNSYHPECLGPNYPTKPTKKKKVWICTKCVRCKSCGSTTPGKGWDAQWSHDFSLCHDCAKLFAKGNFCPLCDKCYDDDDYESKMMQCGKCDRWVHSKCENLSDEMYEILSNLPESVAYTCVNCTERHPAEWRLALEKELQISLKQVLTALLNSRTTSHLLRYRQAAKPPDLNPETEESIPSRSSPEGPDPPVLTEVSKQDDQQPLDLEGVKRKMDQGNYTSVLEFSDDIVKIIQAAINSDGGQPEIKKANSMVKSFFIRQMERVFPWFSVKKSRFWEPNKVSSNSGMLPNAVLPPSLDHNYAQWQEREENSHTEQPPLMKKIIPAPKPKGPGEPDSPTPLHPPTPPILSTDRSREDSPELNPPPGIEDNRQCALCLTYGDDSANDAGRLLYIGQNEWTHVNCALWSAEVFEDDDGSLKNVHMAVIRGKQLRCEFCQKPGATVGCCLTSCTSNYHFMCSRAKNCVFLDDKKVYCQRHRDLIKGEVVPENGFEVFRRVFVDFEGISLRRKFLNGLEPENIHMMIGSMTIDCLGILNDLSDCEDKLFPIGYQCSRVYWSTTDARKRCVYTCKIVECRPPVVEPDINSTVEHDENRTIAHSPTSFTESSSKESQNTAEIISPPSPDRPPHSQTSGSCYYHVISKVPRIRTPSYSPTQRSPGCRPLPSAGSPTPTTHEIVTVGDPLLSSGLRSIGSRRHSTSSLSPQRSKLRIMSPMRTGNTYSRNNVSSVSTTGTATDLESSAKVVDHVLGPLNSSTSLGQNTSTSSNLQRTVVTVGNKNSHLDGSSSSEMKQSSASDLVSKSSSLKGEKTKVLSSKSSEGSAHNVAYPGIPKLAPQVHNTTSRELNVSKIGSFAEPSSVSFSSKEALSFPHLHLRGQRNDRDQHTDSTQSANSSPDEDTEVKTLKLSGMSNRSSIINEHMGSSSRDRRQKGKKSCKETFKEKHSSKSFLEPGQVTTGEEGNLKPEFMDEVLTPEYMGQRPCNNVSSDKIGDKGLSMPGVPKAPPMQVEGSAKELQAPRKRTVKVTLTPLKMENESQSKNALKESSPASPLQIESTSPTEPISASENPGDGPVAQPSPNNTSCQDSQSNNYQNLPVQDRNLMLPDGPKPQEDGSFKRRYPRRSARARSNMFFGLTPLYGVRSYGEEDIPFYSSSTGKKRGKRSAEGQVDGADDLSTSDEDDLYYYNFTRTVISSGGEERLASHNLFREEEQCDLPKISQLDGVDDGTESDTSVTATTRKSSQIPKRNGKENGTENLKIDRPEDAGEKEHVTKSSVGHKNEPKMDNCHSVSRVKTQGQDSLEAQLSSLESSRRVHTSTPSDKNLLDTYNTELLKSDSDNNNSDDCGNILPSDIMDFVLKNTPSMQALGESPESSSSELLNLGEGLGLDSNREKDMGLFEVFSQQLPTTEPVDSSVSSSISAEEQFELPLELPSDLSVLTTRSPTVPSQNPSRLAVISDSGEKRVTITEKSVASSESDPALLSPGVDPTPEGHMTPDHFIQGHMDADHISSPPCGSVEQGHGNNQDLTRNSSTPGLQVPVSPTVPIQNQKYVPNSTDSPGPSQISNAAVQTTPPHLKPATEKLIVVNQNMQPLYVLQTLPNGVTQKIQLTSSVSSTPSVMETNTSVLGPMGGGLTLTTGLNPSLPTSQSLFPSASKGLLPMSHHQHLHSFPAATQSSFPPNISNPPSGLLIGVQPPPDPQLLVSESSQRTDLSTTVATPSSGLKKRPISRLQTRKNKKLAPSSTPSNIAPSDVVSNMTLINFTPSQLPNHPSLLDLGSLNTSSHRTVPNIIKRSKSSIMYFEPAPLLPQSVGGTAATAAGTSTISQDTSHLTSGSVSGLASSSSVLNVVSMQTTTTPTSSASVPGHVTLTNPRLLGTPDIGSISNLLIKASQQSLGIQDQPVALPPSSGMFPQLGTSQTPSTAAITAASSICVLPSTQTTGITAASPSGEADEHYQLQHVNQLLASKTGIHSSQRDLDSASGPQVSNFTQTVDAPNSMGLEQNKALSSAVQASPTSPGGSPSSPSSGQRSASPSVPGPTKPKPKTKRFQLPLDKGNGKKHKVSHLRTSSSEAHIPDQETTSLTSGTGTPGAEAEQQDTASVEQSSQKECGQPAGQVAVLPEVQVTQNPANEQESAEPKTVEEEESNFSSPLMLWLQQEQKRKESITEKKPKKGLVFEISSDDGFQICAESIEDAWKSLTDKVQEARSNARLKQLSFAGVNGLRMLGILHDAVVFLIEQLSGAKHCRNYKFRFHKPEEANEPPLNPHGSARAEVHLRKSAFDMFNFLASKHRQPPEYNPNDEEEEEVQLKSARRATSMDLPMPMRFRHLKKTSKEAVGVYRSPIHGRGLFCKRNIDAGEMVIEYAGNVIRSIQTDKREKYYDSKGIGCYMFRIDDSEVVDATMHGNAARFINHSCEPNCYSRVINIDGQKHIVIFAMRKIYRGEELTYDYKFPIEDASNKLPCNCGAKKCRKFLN
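Fluorescence polarization: 7 uM MLL-CXXC (stock) preincubated 5 min with compounds, then 50 nM fluorescein-HOX-A9 DNA (stock) added; 30 min ambient. Buffer 50 mM Tris-HCl pH 7.5, 50 mM NaCl, 1 mM DTT, 0.05% BSA.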
* = called active by the depositor; ? = inconclusive; . = no result given; [ ] = another dose, or the depositor's remark. Unless noted, the call rests on the fitted dose curve; in most records, active means well fitted curve in the direction sought with a large enough effect; inconclusive means small, poorly fitted or top-dose-only effect, or another doubt; inactive means no such curve, though single readings can be large; an effect the other way counts as inactive or inconclusive.

cpd	Compound	AT treatment	Chronic BCR inh	TSHR antag	CXXC DNA block	KCNH2 WT inh
1	O=C(c1ccc(Cl)s1)N(Cc1nnc(-c2ccccc2Cl)o1)C1CC1	18.9%	-2.0%	9.4	.	-7.5
2	Cc1ccc(C)c(OCCC(=O)NNC(=O)c2ccncc2)c1	2.1%	1.6%	4.3	.	-0.3
3	NS(=O)(=O)c1ccc(CCNC(=O)C2COc3ccccc3O2)cc1 (stereo not given)	-4.4%	0.6%	6.6	14.5%	-2.4
4	Cc1cc(C)n(-c2nc3c(c(=O)[nH]c(=O)n3C)n2Cc2ccccc2)n1	-2.8%	0.7%	8.5	-3.3%	-12.7
5	Cc1ccc2cc(C3CC(c4ccco4)=NN3S(C)(=O)=O)c(Cl)nc2c1 (stereo not given)	-1.9%	-0.2%	-1.8	-9.4%	-4.6
6	CCOC(=O)c1ccc[n+](C(C)C(=O)c2ccc(-c3ccccc3)cc2)c1 (stereo not given)	13.3%	7.1%	13.2	-4.3%	-1.8
7	COc1ccc(Nc2cc(C)nc(NCc3ccccc3)n2)cc1	-6.9%	-14.5%	-3.8	-2.8%	8.5
8	CNC(=O)COC(=O)c1cc(=O)[nH]c2ccccc12	1.9%	-0.3%	2.0	-2.3%	11.4
9	CCOC(=O)C1=C(c2ccccc2)NC(=S)NC1C (stereo not given)	1.6%	-6.4%	4.4	-4.9%	0.8
10	Cc1ccc(C2=C/C(=C/c3cccs3)C(=O)O2)cc1	-11.3%	?	1.5	12.0%	-19.1
11	O=C(C1=COCCO1)N1CCN(S(=O)(=O)c2cccc(Cl)c2Cl)CC1	6.5%	-5.6%	-0.5	-7.0%	6.0
12	O=[N+]([O-])c1cccc(-c2nnc(CNC3CC3)o2)c1	-1.9%	2.3%	6.2	-2.2%	-7.0

cpd	Coupling enz	Tb PFK block	GALK inhibitor	TCR act	Giardia killer
1	.	-2.0%	.	-0.1%	9.6
2	.	0.0%	.	1.8%	-26.9
3	-0.5	-2.6%	-5.1%	0.9%	2.3
4	0.6	-3.8%	-0.9%	-0.7%	1.3
5	0.0	-2.3%	-0.5%	-5.1%	11.8
6	2.5	0.5%	.	1.7%[46.1 µM]	2.2
7	-1.6	0.6%	-1.3%	-3.0%	22.4
8	0.2	2.3%	.	-43.1%	-19.4
9	3.8	1.9%	1.2%	-3.6%	-14.4
10	4.1	-0.1%	1.3%	-8.9%	-17.3
11	2.9	-3.4%	-0.1%	9.4%	-6.8
12	-2.7	2.1%	9.0%	-2.3%	-14.4

Ordered by value in Tb PFK block (smallest number first): four from the list above
#	smiles	Chronic BCR inh	TSHR antag	CXXC DNA block	Tb PFK block	GALK inhibitor	TCR act
3	NS(=O)(=O)c1ccc(CCNC(=O)C2COc3ccccc3O2)cc1 (stereo not given)	0.6%	6.6	14.5%	-2.6%	-5.1%	0.9%
5	Cc1ccc2cc(C3CC(c4ccco4)=NN3S(C)(=O)=O)c(Cl)nc2c1 (stereo not given)	-0.2%	-1.8	-9.4%	-2.3%	-0.5%	-5.1%
10	Cc1ccc(C2=C/C(=C/c3cccs3)C(=O)O2)cc1	?	1.5	12.0%	-0.1%	1.3%	-8.9%
6	CCOC(=O)c1ccc[n+](C(C)C(=O)c2ccc(-c3ccccc3)cc2)c1 (stereo not given)	7.1%	13.2	-4.3%	0.5%	.	1.7%[46.1 µM]

Looked up one by one from the list above:
cpd	Compound	AT treatment	Chronic BCR inh	TSHR antag	CXXC DNA block	KCNH2 WT inh
10	Cc1ccc(C2=C/C(=C/c3cccs3)C(=O)O2)cc1	-11.3%	?	1.5	12.0%	-19.1
2	Cc1ccc(C)c(OCCC(=O)NNC(=O)c2ccncc2)c1	2.1%	1.6%	4.3	.	-0.3

cpd	Coupling enz	Tb PFK block	GALK inhibitor	TCR act	Giardia killer
10	4.1	-0.1%	1.3%	-8.9%	-17.3
2	.	0.0%	.	1.8%	-26.9

Additional structures follow:
cpd	Compound	AT treatment	Chronic BCR inh	TSHR antag	CXXC DNA block	KCNH2 WT inh
13	S=C(Nc1ccccc1)Nc1ccccc1-n1cccc1	3.1%	-19.2%	11.0	10.2%	-5.5
14	COCCCNC(=S)N1CCCC(c2nc3cc(C)c(C)cc3[nH]2)C1 (stereo not given)	2.2%	?	-1.4	-5.8%	2.7
15	COc1ccc(CCNc2ccncn2)cc1OC	.	?	-9.0	1.1%	-1.3
16	O=C(O)/C=C/c1cn(Cc2ccccc2)nc1-c1cccnc1	-4.5%	5.0%	7.6	1.6%	10.7
17	COc1ccc(C(NC(C)=O)c2ccc3cccnc3c2O)c(OC)c1 (stereo not given)	10.2%	-12.2%	2.3	-6.0%	-13.5
18	Cc1ccccc1-c1nnn(CC(=O)Nc2ccc3c(c2)OCO3)n1	-1.0%	-2.8%	4.3	-8.6%	0.9
19	CCOc1ccc2nc(SCC(=O)N(CCOC)c3c(N)n(Cc4ccccc4)c(=O)[nH]c3=O)[nH]c2c1	-2.4%	-0.3%	-1.6	.	-2.6
20	COC(CNc1nc(SC)nc2sc3c(c12)CCN(C)C3)OC	-8.8%	0.9%	-7.4	?	5.5
21	CSc1nc(-c2ccco2)nn1C(=O)Cc1ccccc1	-5.1%	1.3%	-2.5	14.6%	3.0
22	O=C(c1cc(COc2ccc(F)cc2Cl)on1)N1CCN(C2CCCC2)CC1	7.3%	-0.2%	-10.6	-1.5%	3.9

cpd	Coupling enz	Tb PFK block	GALK inhibitor	TCR act	Giardia killer
13	-1.3	1.3%	-0.6%	-0.1%	18.9
14	1.3	4.4%	-0.7%	-4.5%	8.8
15	-0.1	-4.8%	-0.2%	-1.0%	-12.7
16	-1.4	-3.0%	-1.6%	2.0%	2.5
17	0.1	0.0%	5.3%	5.7%	3.3
18	-0.3	0.8%	-1.1%	-10.0%	2.6
19	.	-1.7%	.	2.8%	14.5
20	5.7	0.9%	3.0%	-1.9%	2.1
21	-2.3	1.2%	-2.2%	2.0%	-10.6
22	0.7	0.1%	-5.0%	0.2%	18.0
